EPAC2 ag: agonists of human EPAC2 (RAPGEF4); Q8WZA2; EPAC2 activation, biochemical qHTS; response scale: 100% = 6.5 mM cAMP response; Potency, µM (highest dose often 154 µM), for inactives: at the highest dose activation, usual class: activators; hit rate 0.079% among 360,000; AID 720711; also: potency is read from the fitted curve at half-maximal effect; nearly all actives have a fitted effect of over 50% in size
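Compounds were added across a concentration range to EPAC2 (100 nM), RAP1B-BODIPY-GDP (250 nM) and GDP (50 uM). After 5 min at room temperature, fluorescence was recorded at 5-min intervals for 30 min.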
Abeta yeast res: compounds reversing amyloid beta toxicity in yeast | yeast expressing A-beta42, growth rescue, OD600, 48 h; response scale: 0% DMSO, 100% iron-clioquinol control | Potency, µM (series often up to 46.1 µM), for inactives: top-dose growth rescue, most hits filed as activators | hit rate 0.063% among 410,000 | AID 1347071; also: potency is read from the fitted curve at half-maximal effect; nearly all actives have a fitted effect of over 55% in size
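Growth rescue measured by 600 nm absorbance after 48 h yeast culture at 30 C with compound. Values normalized between DMSO and an equimolar ferric chloride plus clioquinol control.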
TDP-43 yeast inh: rescues yeast growth from TDP-43 toxicity. TDP-43 expressing yeast growth rescue, BacTiter-Glo, 24 h. Potency, µM (top dose mostly 46.1 µM), without a hit: at the top dose growth rescue (activation), usual class: activators. hit rate 1.8% among 410,000; also: potency is read from the fitted curve at half-maximal effect; % of control where 0% means no effect; nearly all actives have a fitted effect of over 50% in size
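Readout is BacTiter-Glo luminescence of cell growth, so inhibitors register as activators. TDP-43-expressing yeast at OD600=0.02 in galactose medium, after raffinose pregrowth to mid-log, were incubated with compound for 24 hr at 30 deg C.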
D3 antag: antagonists of human D3 dopamine receptor | max response, negative = inhibition, % | D3R cells, DiscoveRx beta-arrestin luminescence, antagonist mode; active compounds read low | P35462 | hit rate 2.5% among 360,000; in the data active = max response below about -50%; inconclusive = no clear call, values can overlap the other calls; also: % is scaled to controls: 0 for no effect and ±100 for the full control effect; mostly tested at two doses, the higher about 12 µM
Target sequence (P35462 whole entry, looked up): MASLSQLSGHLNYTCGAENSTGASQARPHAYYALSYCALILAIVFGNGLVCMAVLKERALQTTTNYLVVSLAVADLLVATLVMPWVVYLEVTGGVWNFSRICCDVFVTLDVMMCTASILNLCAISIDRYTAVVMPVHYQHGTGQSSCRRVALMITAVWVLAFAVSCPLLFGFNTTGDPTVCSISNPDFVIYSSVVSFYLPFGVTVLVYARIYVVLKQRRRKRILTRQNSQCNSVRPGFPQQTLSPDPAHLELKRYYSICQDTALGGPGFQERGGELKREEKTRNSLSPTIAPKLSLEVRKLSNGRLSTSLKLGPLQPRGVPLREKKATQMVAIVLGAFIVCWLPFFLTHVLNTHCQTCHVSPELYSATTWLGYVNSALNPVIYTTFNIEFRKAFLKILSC
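Cells expressing the human receptor were seeded at 1500 cells/well, incubated overnight at 37 degrees C in 5% CO2, then exposed to library compounds with dopamine controls for 90 minutes at 37 degrees C before luminescent detection.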
EPAC2 antagonist: blocks human EPAC2 exchange factor. AID 720708. Potency, µM (titrated, usually from 114 µM), for inactives: at the highest dose activity, negative = inhibition, most hits filed as inhibitors. EPAC2 GEF exchange of Rap1B-BODIPY-GDP, fluorescence. hit rate 0.18% among 360,000. Q8WZA2; also: potency is read from the fitted curve at half-maximal effect; % is scaled to controls: 0 for no effect and ±100 for the full control effect; nearly all actives have a fitted effect of over 45% in size; many of its hits are not listed in these tables
D3 ag: D3 dopamine receptor (human) agonism. P35462. D3R DiscoveRx beta-arrestin cells, luminescence, 90 min. max activation, %. hit rate 0.58% among 410,000. AID 652048; in the data active = max activation above about 30%; also: 0% is about no effect; mostly tested at two doses, the higher about 12 µM
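Agonist mode: compounds and dopamine controls were applied to plated cells for 90 min at 37 degrees C after an overnight attachment at 1500 cells/well. Luminescent read-out followed 30 - 60 minutes at room temperature with DiscoveRx detection reagent.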
aSyn rescue: rescues yeast growth from alpha-synuclein toxicity. Yeast expressing alpha-synuclein, growth rescue, BacTiter-Glo, 24 h. Potency, µM (series often up to 46.1 µM), for the others: top-dose growth rescue (activation), actives largely listed as activators. hit rate 0.14% among 370,000. AID 652106; also: potency is read from the fitted curve at half-maximal effect; % of control where 0% means no effect; nearly all actives have a fitted effect of over 65% in size
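Galactose-induced alpha-syn yeast (OD600=0.02, raffinose-pregrown) + pinned cpd, 24 hr, 30 deg C; growth by BacTiter-Glo luminescence. Growth restoration scores as activation.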
FUS suppressor: FUS proteinopathy suppression in yeast; AID 1347120; S. cerevisiae FUS-expressing, growth rescue, OD600, 24 h; Potency, µM (series often up to 76.6 µM), for the others: at the highest dose growth rescue (activation), actives largely listed as activators; hit rate 0.24% among 390,000;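 also: potency is read from the fitted curve at half-maximal effect; plate controls were DMSO vehicle for no effect and reference control for full effect; nearly all actives have a fitted effect of over 55% in size; some results filed as inactive show a strong effect at the top dose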
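FUS-expressing yeast, raffinose-pregrown, induced in 2% galactose minimal medium at OD 0.005; compounds in a dilution series, 24hr at 30C. Growth restoration read as absorbance at 600 nm. CP55940 positive control, DMSO negative.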
* = called active by the depositor; ? = inconclusive; nt = not tested or not shown; [ ] = another dose, or the depositor's remark. Unless noted, calls follow the shape of the dose curve; as a rule, active = well fitted curve in the direction sought with a large enough effect; inconclusive = small, poorly fitted or top-dose-only effect, or another doubt; inactive = no such curve, though single readings can be large; an effect the other way counts as inactive or inconclusive. Not all compounds are listed; the hit share may differ from the screen's.

SMILES	EPAC2 ag	Abeta yeast res	TDP-43 yeast inh	D3 antag	EPAC2 antagonist	D3 ag	aSyn rescue	FUS suppressor
Cc1cc(C(=O)C(=O)O)c(C)n1-c1ccc(Cl)c(Cl)c1	14%	-10%	-9%[9.22 µM]	2	14%	0	-1%	26%
COc1ccccc1C(=O)NC(=S)Nc1ccc(N2CCOCC2)cc1	7%	-13%	-6%	-17	12%	12	17%	?
COc1ccc(/C=N/NC(=O)c2nc(Cl)c(Cl)c(N)c2Cl)cc1COc1ccc(F)cc1F	1%	24%	26%	1	7%	17	8%	-1%
Cc1ccc(C(=O)NCC(C)(C)O)cc1	6%	0%	1%	11	5%	1	-11%	-5%
CSCC[C@H](NC(=O)COc1ccc(Cl)cc1)c1nc2ccccc2[nH]1	3%	-4%	-28%	4	-4%	3	20%	31%
COc1ccc(CC(=O)N2N=C(C)CC2(O)C(F)(F)F)cc1OC (stereo unspecified)	-7%	4%	14%	16	0%	4	0%	-7%
O=C(CSc1nnc(-c2ccncc2)n1Cc1ccco1)N1c2ccccc2Sc2ccc(Cl)cc21	18%	11%	-11%	-9	-13%	1	-2%	32%
Cc1ccc(S(=O)(=O)N2CCOCC2)cc1NC(=O)CNCc1cccnc1	6%	-3%	10%	21	11%	80*	0%	-19%
O=C(CSc1nnnn1C1CCCCC1)NCc1cccc(C(=O)O)c1	-7%	-6%	-4%	-8	10%	-5	?	11%
CC1CCN(c2nnc(-c3cccs3)c3ccccc23)CC1	14%	-30%[inhibitor]	9%	-8	-19%	-4	-10%	15%
N#Cc1c(NCCCO)nc(-c2ccco2)c2c1CCCC2	4%	-17%	?	0	-10%	-10	0%	25%
Cc1ccc2nc(N3CCN(c4cccc(Cl)c4)CC3)c3nnnn3c2c1	nt	13%	1%	nt	nt	4	nt	-5%
COc1cc(OC)cc(C(=O)N2CCN(C(=O)c3ccc(-c4ccccc4)cc3)CC2)c1	-7%	18%	16%	-8	-7%	11	11%	33%
CCOC(=O)c1sc2nc(SC)nc(-c3ccccc3)c2c1N	0%	8%	14%	33	3%	-1	-5%	28%
CC(C)Cc1nnc(NC(=O)CC(=O)Nc2ccccc2C(=O)O)s1	6%	-6%	-18%	-10	13%	-7	1%	22%
CC(=O)N/C(=C\c1ccccc1)C(=O)OCC(=O)c1ccc(F)cc1	-1%	4%	-4%	24	-2%	3	3%	-2%
COc1ccc(CN(C(=O)Nc2cc(C)ccc2C)C2CCN(C(C)=O)CC2)cc1	nt	-11%	2%	nt	nt	5	nt	8%
COc1ccc(CNC(=O)c2cc(C)nc3c2c(C)nn3-c2cccc(Cl)c2C)cc1	nt	2%	0%[9.22 µM]	nt	nt	2	nt	-6%
c1ccc(-n2nnnc2N2CCOCC2)cc1	-3%	-20%	?	-9	23%	-6	-33%[inhibitor]	-11%
O=C(O)c1cccnc1SCC(=O)C12CC3CC(CC(C3)C1)C2	-1%	-6%	-30%	-13	0%	-21	2%	14%
CC1CCCC(NC(=O)C2COc3ccccc3O2)C1C (stereo unspecified)	-5%	2%	?	-22	-7%	3	9%	nt
Cc1ccc(OCCCC(=O)Nc2ccc(Br)cc2)cc1	-13%	-4%	-4%	1	-7%	4	-9%	20%
N#C/C(=C\c1ccc(Cl)cc1)c1n[nH]c(Cn2cncn2)n1	-1%[15.6 µM]	6%	-8%	16	1%	-7	-2%	-8%
O=C1NC[C@@H](CCCCN2C[C@H](Cc3ccccc3)N(CC3CCCCC3)C(=O)C2=O)N(Cc2ccccc2)C1=O	-5%	-2%	19%	-3	-5%	-4	-2%	21%
COCCCNC(=O)C(F)(F)C(F)(F)C(=O)NCCCOC	0%	6%	-15%	6	1%	-9	-5%	2%
N#Cc1cccc(S(=O)(=O)NCC(=O)OCC(=O)c2ccc[nH]2)c1	4%	6%	9%	7	13%	1	-2%	8%
COC(=O)c1c(NC(C)=O)sc(C(=O)Nc2ccccc2)c1C	3%	-3%	5%	1	8%	7	12%	37%
CCn1c(SCC(=O)Nc2cccc(F)c2)nc2c(c1=O)SC(C)C2 (stereo unspecified)	6%	6%	25%	3	5%	0	-7%	15%
Cc1cc(C)nc(NS(=O)(=O)c2ccc(NC(=O)Cn3c(=O)oc4ccccc43)cc2)n1	10%	1%	26%	0	2%	1	5%	-24%
CC(C)Oc1cccc(C(=O)C2CCCN(C(=O)c3ccsc3)C2)c1 (stereo unspecified)	8%	15%	12%	13	4%	-3	-1%	-22%
COC(=O)c1c(NC(=O)CSc2n[nH]c(N)n2)sc(C)c1C	2%	-9%	0%	15	-4%	0	7%	11%
Cc1nc(-c2ccccc2)sc1CCNC(=O)C(=O)Nc1ccc(F)c(Cl)c1	nt	-15%	7%	nt	nt	7	-10%	-2%
Cc1ccc(-c2n[nH]c3c2C(c2ccccc2)N(c2ccc(C(=O)O)cc2)C3=O)cc1 (stereo unspecified)	-1%	-2%	-14%	11	-14%	1	-1%	21%
Cc1cnc(CN(C)Cc2nc(Cc3cccc(C(F)(F)F)c3)no2)[nH]1	19%	6%	-9%	-3	12%	-15	6%	-9%
O=C(CSc1nnnn1-c1ccc(F)cc1)NCc1cccs1	1%	12%	21%	10	-1%	3	3%	3%
COc1ccc(N2CCN(C(=O)CSc3nc4[nH]ncc4c(=O)n3-c3ccc(Br)cc3)CC2)cc1	7%	-5%	18%	2	-15%	-2	8%	?
CCC(=O)Nc1ccc(Cl)c(NC(=O)c2ccccc2OC)c1	2%	11%	8%	-11	5%	-3	8%	-10%
CSc1nc2c(c(=O)n1-c1ccc(C)cc1)SCC2	-5%	4%	5%	-20	6%	2	0%	15%
Clc1ncccc1-c1nc2ccccc2n1Cc1ccccc1	4%	-6%	-6%	6	-13%	-4	-7%	20%
COc1cc(OC)cc(C(=O)N[C@H](C(=O)NCc2ccc(F)cc2)C(C)C)c1	0%	-20%	-10%	2	-16%	-2	15%	1%

Some entries already given, limited to Abeta yeast res and aSyn rescue:
mol,Abeta yeast res,aSyn rescue
CC1CCCC(NC(=O)C2COc3ccccc3O2)C1C (stereo unspecified),2%,9%
Cc1ccc(OCCCC(=O)Nc2ccc(Br)cc2)cc1,-4%,-9%

(listing goes on)
SMILES	EPAC2 ag	Abeta yeast res	TDP-43 yeast inh	D3 antag	EPAC2 antagonist	D3 ag	aSyn rescue	FUS suppressor
COc1ccc(C(=O)c2sc3nc4c(c(C(F)(F)F)c3c2N)CN(C(C)=O)CC4)cc1OC	nt	-12%	9%	nt	nt	9	5%	40%
O=c1nc(NO)ccn1C1CCCO1 (stereo unspecified)	0%	-2%	21%	3	7%	7	-4%	nt
CCCc1cc(C(N)=O)c(NC(=O)c2ccco2)s1	10%	10%	?	6	3%	0	-6%	4%
O=C(Nc1ccc(Cl)cc1)C1CCN(c2nc3ccccc3n3cccc23)CC1	nt	-21%	-7%	nt	nt	-8	nt	?
S=C(NN=C1CCN(Cc2ccccc2)CC1)NC1CCCCC1	7%	27%	1%	-2	?	-8	4%	14%
CCc1cccc(NC(=O)c2ccc(CNS(=O)(=O)c3ccc4c(c3)C(C)(C)C(=O)N4C)cc2)c1	nt	2%	23%	nt	nt	13	nt	?
O=C1SC(SCc2ccccc2)=N/C1=C\c1ccco1	3%	-20%	-17%	-15	-2%	1	12%	45%
COc1ccccc1NC(=O)CCN1CCN(C)CC1	7%	4%	-4%	-5	12%	1	11%	-20%
CCCC(C)c1nnc(NC(=O)c2cc(C(=O)OC)cc([N+](=O)[O-])c2)s1 (stereo unspecified)	-3%	7%	-7%	23	4%	16	-11%	22%
Nc1cccc(C(=O)Nc2ccc3nc(-c4cccnc4)[nH]c3c2)c1	-5%	1%	-20%	10	13%	6	1%	41%
CCc1ccc2[nH]c(C(=O)Nc3ccc(C)c(F)c3)cc2c1	10%	1%	-22%	-19	0%	-14	-17%	19%
CCOC(=O)C1=C(CS(=O)(=O)c2ccc(F)cc2)NC(=O)NC1c1ccc(OCC)c(OC)c1 (stereo unspecified)	nt	-8%	4%	nt	nt	-13	nt	8%
CCOC(=O)c1c(C)[nH]c(C(=O)OCC(=O)N(CC(C)C)C2CCS(=O)(=O)C2)c1C (stereo unspecified)	5%	3%	6%	-5	-11%	2	-1%	24%
COc1cc(CCC(=O)Nc2ccc(S(=O)(=O)N3CCCC3)cc2)cc(OC)c1OC	3%	-3%	8%	6	-9%	4	-4%	29%
O=C(NCCCn1ccnc1)c1cccnc1	-2%	10%	7%	3	9%	1	-1%	-11%
CC(C)(C)c1ccc(S(=O)(=O)CCc2ccccn2)cc1	5%	9%	13%	-16	1%	8	15%	-1%
O=C(COC(=O)CNC(=O)c1ccc(-c2ccccc2)cc1)NCc1ccco1	-1%	6%	5%	4	3%	-4	-1%	23%
Cc1cc(S(=O)(=O)N2CCN(Cc3ccc4c(c3)OCO4)CC2)cc(C)c1N1CCCC1=O	0%	-13%	10%	33	-3%	3	-10%	-12%
CCCCC(C(=O)O)C(C)CC(=O)NNC(=O)c1ccco1 (stereo unspecified)	7%	10%	16%[9.22 µM]	-12	6%	4	-1%	0%
CC1(C)Cc2cccc(OCC(=O)OCC(=O)c3ccccc3)c2O1	14%	-2%	-1%	-21	-4%	-6	?	7%
O=C(c1cccc(Br)c1)N1CCCC1	2%	4%	-22%	14	5%	12	3%	21%
FC(F)(F)c1ccc(CN2C[C@@H]3C(c4ccc(Cl)nc4)C4(c5ccccc5)CC3(C4)[C@H]2c2ccccc2)cc1 (stereo partly specified)	-4%	0%	-10%	-12	-4%	-15	-7%	-1%
Cc1cc(CNC(=O)C2CCC(=O)N(Cc3ccccc3F)C2)nn1C (stereo unspecified)	-3%	8%	7%	7	0%	21	1%	nt
CCOC(=O)C1CCN(C(=O)COC(=O)c2oc3ccccc3c2C)CC1	4%	-1%	2%	0	0%	-10	2%	7%
CCN(CC(=O)Nc1ccccc1C(F)(F)F)C(=O)c1oc2ccc(OC)cc2c1C	11%	-4%	11%	0	-17%	9	-3%	22%
COCCN1CCc2nc(SCC(=O)Nc3ccc(C)c(Cl)c3)[nH]c(=O)c2C1	nt	3%	18%	nt	nt	-4	nt	-18%

Looked up by structure from the list above (2):
SMILES	EPAC2 ag	Abeta yeast res	TDP-43 yeast inh	D3 antag	EPAC2 antagonist	D3 ag	aSyn rescue	FUS suppressor
CCOC(=O)C1CCN(C(=O)COC(=O)c2oc3ccccc3c2C)CC1	4%	-1%	2%	0	0%	-10	2%	7%
O=C(c1cccc(Br)c1)N1CCCC1	2%	4%	-22%	14	5%	12	3%	21%

High-throughput results as filed in PubChem.
